Screens (PubChem BioAssay)
SENP6 inh = inhibitors of human SENP6 protease. hit rate 1.8% among 330,000. inhibition, % at 10 µM. Q9GZR1. Recombinant SENP6 catalytic domain, aminoluciferin luminescence;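 active means inhibition above about 50% at the single tested dose, limit read from the data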;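 further: plate controls were DMSO wells with enzyme for no effect and DMSO wells lacking enzyme for full effect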
UBC13 inh = blocks human UBC13 polyubiquitin chain formation; hit rate 0.47% among 330,000; TR-FRET; AID 485273; inhibition, % at 20 µM; P61088; in the data active means inhibition above about 45%, passing the limit was not always enough
Apaf-1 inh = inhibitors of human Apaf-1 apoptosome; O14727; reconstituted apoptosome caspase-3 activity, DEVD-Rh110 fluorescence; inhibition, % at 20 µM; hit rate 0.71% among 330,000; active means inhibition of at least 40% at 20 µM;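 further: plate controls were DMSO wells for no effect and DEVD-CHO caspase inhibitor wells for full effect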
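detection = Rh110 fluorescence intensity | test system = biochemical Apaf-1 apoptosome reconstitution | also added = cytochrome c and DEVD-Rh110 substrate | schedule = 30 min plus 50 min, RT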
SENP8 block-1 = blocks the human protease SENP8; Q96LD8; purified SENP8, Z-RLRGG-aminoluciferin cleavage, luminescence; inhibition, % at 10 µM; hit rate 1.2% among 330,000; AID 2540; in the data active means inhibition above about 50%
Target sequence (Q96LD8 whole entry, looked up): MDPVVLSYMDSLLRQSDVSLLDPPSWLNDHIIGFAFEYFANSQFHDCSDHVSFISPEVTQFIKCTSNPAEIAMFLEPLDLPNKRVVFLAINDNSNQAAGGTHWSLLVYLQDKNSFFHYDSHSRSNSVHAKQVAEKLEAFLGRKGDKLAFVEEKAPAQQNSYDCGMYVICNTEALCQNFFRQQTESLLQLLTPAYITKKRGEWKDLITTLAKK
SENP7 block = SENP7 protease inhibition. Q9BQF6. recombinant SENP7, Z-RLRGG-aminoluciferin luminescence, 40 min. inhibition, % at 5 µM. hit rate 1.5% among 330,000. AID 434973;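 active means inhibition above about 50% at the single test dose, limit read from the data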;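 further: plate controls were DMSO with enzyme for no effect and no enzyme buffer wells for full effect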
Target sequence (Q9BQF6 706-1050 limits assumed): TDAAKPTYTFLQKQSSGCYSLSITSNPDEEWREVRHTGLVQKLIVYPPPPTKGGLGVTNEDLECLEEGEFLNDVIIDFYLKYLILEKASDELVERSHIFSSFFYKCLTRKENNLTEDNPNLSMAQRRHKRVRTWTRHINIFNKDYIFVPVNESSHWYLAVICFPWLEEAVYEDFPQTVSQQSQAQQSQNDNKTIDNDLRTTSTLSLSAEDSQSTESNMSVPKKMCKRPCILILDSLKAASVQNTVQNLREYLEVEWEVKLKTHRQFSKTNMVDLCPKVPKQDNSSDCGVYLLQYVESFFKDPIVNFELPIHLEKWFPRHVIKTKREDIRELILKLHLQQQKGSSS
SENP8 block-2 = inhibitors of human SENP8 protease; Q96LD8; recombinant SENP8, Nedd8 substrate fluorescence; inhibition, % at 20 µM; hit rate 0.64% among 360,000; AID 602440; in the data active means inhibition mostly above about 40%, no sharp cut-off; inactive means mostly below about 27%
SENP1 FRET inh = blocks the human SENP1 SUMO protease catalytic domain; Q9P0U3; recombinant SENP1 catalytic domain, CyPet-SUMO1-YPet FRET cleavage; inhibition, % at 10 µM; hit rate 0.21% among 360,000;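 active means inhibition at least 30% at 10 µM, raw YFP signal under a set limit, fluorescence ratio 0.5 to 1.5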;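 further: 0% = enzyme with DMSO and 100% = no enzyme wells; some results filed as inactive read as strong as hits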
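Material – human SENP1 catalytic domain · Input – SENP1 enzyme, 20 pM final · Compound dosing – single concentration of 10 µM compound, 0.5% DMSO final · Timing – enzyme reaction for 50 min at room temperature, dark · Measured by – FRET fluorescence in CFP and YFP emission channels · Control set – no-enzyme wells low, DMSO-plus-enzyme wells high control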
A3G deaminase = blocks human APOBEC3G single-stranded DNA deamination; Q9HC16; recombinant A3G, ssDNA deamination FAM/TAMRA fluorescence; inhibition, % at 20 µM; hit rate 0.28% among 330,000;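 active means inhibition of at least 40% at 20 µM, with no more than 30% in the related APOBEC3A deaminase screen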;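 further: plate controls were DMSO wells with A3G for no effect and wells lacking A3G enzyme for full effect; some compounds called inactive have numbers as strong as hits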
Target sequence (Q9HC16 whole entry, looked up): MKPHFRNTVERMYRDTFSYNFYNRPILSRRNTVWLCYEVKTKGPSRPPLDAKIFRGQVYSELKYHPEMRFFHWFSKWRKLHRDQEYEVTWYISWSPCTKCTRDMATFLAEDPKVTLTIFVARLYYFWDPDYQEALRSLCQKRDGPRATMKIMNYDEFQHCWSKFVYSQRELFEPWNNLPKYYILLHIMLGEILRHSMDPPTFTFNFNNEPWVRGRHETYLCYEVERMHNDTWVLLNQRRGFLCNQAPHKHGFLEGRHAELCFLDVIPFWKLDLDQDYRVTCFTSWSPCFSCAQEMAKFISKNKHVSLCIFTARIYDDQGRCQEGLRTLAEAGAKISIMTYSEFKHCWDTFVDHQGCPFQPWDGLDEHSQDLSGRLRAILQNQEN
* hit, by the source's call; . = no result given.

Each structure is followed by: SENP7 block, A3G deaminase, SENP1 FRET inh, SENP6 inh, SENP8 block-1, Apaf-1 inh, SENP8 block-2, UBC13 inh
> CC(=O)N1c2ccc(S(=O)(=O)NCC3CCC(C(=O)N(C)Cc4ccccc4)CC3)cc2CC1C (stereo unspecified)
→ 7, 3, 2, -6, -1, -6, 13, 2
> Nc1nnc(CC2=CCCCC2)s1
→ 4, 0, 5, 1, 2, 3, 6, 7
> Cc1cc(C)n(-c2nnc(NC(C)(C)C)nn2)n1
→ -5, -3, -1, 5, -9, -4, 14, -6
> COc1ccccc1/C=N/NC(=O)CC(=O)NC1CCCCC1
→ -1, -3, 2, 2, -5, -8, 2, 5
> Cc1ccccc1OCCOC(=O)c1cc(S(=O)(=O)N2CCCCC2)ccc1N1CCOCC1
→ -7, -6, 3, -4, -12, 31, 5, 7
> Cc1nc2ccccn2c1C(=O)CSc1ccccc1
→ 2, -3, 0, -5, -5, 7, 10, 6
> O=C(O)/C(=C\c1ccc2ccccc2c1)c1cccc2ccccc12
→ 0, -8, -6, -6, 3, -14, -61, -3
> Cc1cccc(NS(=O)(=O)c2ccc3c(c2)NC(=O)CO3)c1C
→ 4, -2, 3, -6, -5, 3, 11, -6
> COc1ccccc1NS(=O)(=O)c1ccc2oc(SCC(=O)N3CCNC3=O)nc2c1
→ -6, -8, 1, -19, -1, -7, -1, 14
> CCCCNC(=O)CCCn1c(=S)[nH]c2cc3c(cc2c1=O)OCO3
→ -6, -5, 2, -3, -7, -6, 4, 15
> CC1=C(C(=O)OC2CCC(C)CC2)C(c2ccc(O)c([N+](=O)[O-])c2)NC(=O)N1 (stereo unspecified)
→ -16, -4, 1, -39, -9, 8, 17, -24
> COc1ccc(/C=C(\NC(=O)c2ccc(C)cc2)C(=O)NCC2CCCO2)cc1 (stereo unspecified)
→ -3, 1, -1, -19, 1, -9, 5, 4
> CCN(CC)S(=O)(=O)c1ccc(N2CCOCC2)c(NC(=O)Cc2ccccc2F)c1
→ 0, -12, 2, -15, -1, -4, 11, 0
> CCOC(=O)c1cnc2ccc(C(=O)OC)cc2c1NCCc1ccc(OC)c(OC)c1
→ 5, 3, 2, -4, -4, 20, -112, 21
> CCOC(=O)C(CC)n1cnc2c(nnn2-c2cccc(OC)c2)c1=O (stereo unspecified)
→ 7, 2, 2, -3, 3, 2, 9, 5
> O=C(Oc1ccc2cc(Br)ccc2c1)N1CCCCCC1
→ -3, -4, ., -25, -9, 3, ., -8
> CCOC(=O)CSc1nc2c(sc(=S)n2-c2ccccc2OC)c(=O)n1-c1ccccc1OC
→ 1, -5, 0, -6, 2, 23, 21, 1
> CCN(CCO)Cc1cn[nH]c1-c1ccc(C)c(C)c1
→ -9, -6, 2, 5, -4, 5, 12, 0
> CCN(CCCNC(=O)C1CCCN(S(=O)(=O)CC)C1)c1cccc(C)c1 (stereo unspecified)
→ -6, -3, 3, -5, 0, 6, 14, 3
> CCC(=O)NNc1ncnc2c1cnn2-c1ccccc1
→ 8, -3, -11, 7, -2, -9, 16, 5
> Cc1ccc(S(=O)(=O)N2CCOCC2)cc1C(=O)OCC(=O)N1CCCCC1
→ -6, -5, 1, 8, 4, -2, 3, -4
> C=CCn1sc(=N)c(C#N)c1N
→ 15, 0, -16, -12, -8, -24, -29, -13
> Cc1ccc(/C=N/NC(=O)Cn2nc(C)c([N+](=O)[O-])c2C)o1
→ 7, -5, 2, -25, 5, -6, 20, 3
> CCCOCC(O)COc1ccccc1C(=O)N1CCOCC1 (stereo unspecified)
→ 4, -2, 1, 10, 4, -11, 15, 3
> Cc1ccc(NC=C(S(=O)(=O)c2ccccc2)S(=O)(=O)c2ccccc2)cc1
→ 2, -6, -1, 13, 0, 6, 12, 2
> CCOC(=O)c1sc(=S)n(-c2cc(F)ccc2F)c1N
→ -5, 13, 1, -3, 5, -14, 8, 6
> COC(=O)c1ccc(OC(=O)c2ccccc2F)cc1
→ -13, -5, ., -6, -24, 1, ., -8
> O=C(CCC1CCCCC1)NC1=NCCS1
→ 7, -7, 1, -12, -2, 1, 3, 12
> Cc1cc(Cl)c(S(=O)(=O)N2CCN(c3cccc(C)c3C)CC2)cc1OCC(N)=O
→ -3, -4, 1, -2, -3, 32, 5, 8
> N#CC1=C(SCC(=O)Nc2ccccc2)NC(=O)CC1c1ccco1 (stereo unspecified)
→ 0, -6, -1, -36, 4, -7, 2, 1
> Cc1cccc(NC(=O)NC2(C(=O)NCc3ccco3)CCCCC2)c1
→ -6, -6, 0, -8, 6, -3, 13, 6
> O=C(Nc1cccc(Br)c1)c1ccccc1-c1ccccc1
→ 1, -4, 2, 4, 7, 6, 6, 12
> O=C(NC1CC1)C1CC(=O)N(c2ccccc2)C1 (stereo unspecified)
→ -3, 0, 2, -25, -4, 5, -9, -14
> CNC(=O)CN(c1ccc(F)cc1)S(=O)(=O)c1cc(C)ccc1OC
→ 0, 2, 2, 6, 2, -2, 22, -9
> CC(C)N1CCN(C(=O)c2ccc([N+](=O)[O-])cc2)CC1
→ 2, -7, 2, -20, 1, -10, 1, -5
> CC(=O)N(CN1C(=O)CCC1=O)c1ccc(Cl)c(Cl)c1
→ -3, -7, 2, 10, 1, -5, 12, 4
> Cc1c(S(=O)(=O)N2CCC(C)CC2)c(=O)n(C)c(=O)n1C
→ -12, 4, 0, -8, -12, -4, 18, -5
> COc1ccccc1CNc1nc2ccccc2n1CCN1CCCCC1
→ -1, -6, 1, 0, -6, -5, 17, 0
> CN(C1CCCCC1)C(CNS(=O)(=O)c1ccccc1)c1ccccc1 (stereo unspecified)
→ -1, 1, 1, 3, 2, 0, 11, 8
> CC(C(=O)N/N=C/c1ccc(N(C)C)c(Br)c1)N(c1ccccc1)S(C)(=O)=O (stereo unspecified)
→ -2, -2, 0, -1, -4, 0, -4, -2
> COC(=O)C1=C(C)N(CCCC(=O)O)C(=O)NC1c1ccccc1OS(=O)(=O)c1ccc([N+](=O)[O-])cc1 (stereo unspecified)
→ 3, -3, 3, 0, -6, 0, 3, -2
> CC1CCCC(C)N1/N=C/C=C/c1ccccc1[N+](=O)[O-] (stereo unspecified)
→ -4, -9, -27, -3, -1, 13, 1, -14
> O=C(CN1C(=O)NC(Cc2ccccc2)C1=O)Nc1ccccc1 (stereo unspecified)
→ -10, -6, 5, -11, -6, 9, 11, 3
> Cn1nc(C(C)(C)C)cc1C(=O)NCc1cc(F)cc2c1OCOC2
→ -9, -4, 3, -17, -9, 7, 2, -1
> COc1ccc(C(=O)N[C@H]2COC(C)(C)O[C@H]2c2ccccc2)cc1
→ 2, -1, -1, -12, -2, -10, 22, 4
> COC(=O)Cc1ccc(NC(=S)NCc2ccc(OC)cc2)cc1
→ -6, -6, 4, -31, -12, 11, -5, -3
> CCN(CC(=O)NCc1ccc(Cl)cc1)C(=O)CSc1ccccc1F
→ 2, 1, 2, -2, 3, 5, 7, 5
> O=C(/C=C/c1ccccc1)NC(=S)Nc1ccc(CN2CCOCC2)cc1
→ -1, 3, 0, -6, -3, 9, -1, -2
> Cc1ccc(C(C)C)c(OCC(=O)NNC(=O)CC2OC(=O)c3ccccc32)c1 (stereo unspecified)
→ 5, 5, -1, -1, -1, -4, 0, -3
> C#CCOCCOCCOCCNc1nc(N2CCN(C(=O)C(Cc3cc4ccccc4[nH]3)n3cc(C(N)C(C)CC)nn3)CC2)nc(N2CCN(C(=O)C(Cc3cc4ccccc4[nH]3)n3cc(C(N)C(C)CC)nn3)CC2)n1 (stereo unspecified)
→ 3, -7, -1, -16, -17, 37, -1, 94*
> Nc1nc(Nc2ccc(Cl)cc2)n[nH]1
→ 12, -6, 1, -20, -13, -5, 25, -3
> COCCc1nnc(NC(=O)Cc2ccccc2)s1
→ -8, -2, 3, -17, -7, 4, 8, 0
> Cc1ccccc1NC(=O)Cn1c(=O)n(CC2CCCO2)c(=O)c2ccccc21 (stereo unspecified)
→ -3, -1, 1, -7, -7, -6, 4, -8
> COC(=O)c1ccc2c(=O)n(NC(C)=O)c(=S)[nH]c2c1
→ 6, -5, 0, -5, 1, -19, -10, 3
> Cc1ccc(S(=O)(=O)N(CC(=O)NCC2CCCO2)C2CCCCC2)cc1 (stereo unspecified)
→ -4, -10, 2, -19, -6, 2, 3, 6
> COc1ccc(C2(C(=O)N3CCC(n4nc(-c5ccccc5)oc4=O)CC3)CC2)cc1
→ -3, 3, 3, 15, 10, 10, 21, -2
> CCCOc1ccc(CSC2=NCCN2)cc1[N+](=O)[O-]
→ 4, 6, 4, -3, 5, 7, 7, -1
> O=C(NNC(=O)c1cc(-c2ccncc2)nc2ccccc12)Nc1ccc(F)cc1
→ -10, -5, 1, -14, -5, 8, 3, 4
> Cc1ccc(C)c(N(CC(=O)NC(C)(C)C)C(=O)CNC(=O)c2cccs2)c1
→ 2, -2, 1, 0, -2, 5, 5, 0
> CCOC(=O)[C@H]1[C@H]2COc3ccc(OC)cc3[C@@H]2N2C(=O)c3cc(OC)c(OC)cc3NC(=O)[C@@]12C
→ -8, -12, -25, -22, -15, 14, -48, 3

Continued:
Each structure is followed by: SENP7 block, A3G deaminase, SENP1 FRET inh, SENP6 inh, SENP8 block-1, Apaf-1 inh, SENP8 block-2, UBC13 inh
> Cc1ccc(C(=O)O)cc1N1C(=O)c2cccc3cc(Br)cc(c23)C1=O
→ 1, 0, 1, 9, -7, 1, 9, -20
> O=C1OC(/C=C/c2ccccc2)=NC/1=C/C=C/c1ccccc1
→ -1, -3, -26, -22, 2, 0, 13, -12
> CCOC(=O)C1=C(COC(=O)c2cc(Br)c(Br)s2)NC(=O)NC1C (stereo unspecified)
→ 3, 1, 1, 5, 7, 31, 2, 42
> C/C(=N/NS(=O)(=O)c1ccc(Cl)cc1)c1cccc(O)c1
→ 3, -6, 3, -11, 3, -1, 21, -11
> CCNC(=O)NC(=O)C(C)OC(=O)C1CCN(S(=O)(=O)c2ccccc2C(=O)OC)CC1 (stereo unspecified)
→ 6, 4, 2, -6, 1, 1, 6, -2
> COc1ccc(-n2c(=O)c3c4c(sc3n(CC(N)=O)c2=O)CCCCC4)cc1
→ -3, -3, 1, -9, 5, -16, 17, -2
> COc1cc(CCC(C)=O)ccc1OC(=O)c1c(F)cccc1Cl
→ 1, -6, 3, 3, -1, 3, 19, 9
> CC(C)CNC(=O)NC(=O)COc1ccc(C=O)cc1
→ -4, -7, 0, -19, -6, 5, 16, -5

In the list so far, two contain a cyano group.
Each structure is followed by: SENP7 block, A3G deaminase, SENP1 FRET inh, SENP6 inh, SENP8 block-1, Apaf-1 inh, SENP8 block-2, UBC13 inh
> C=CCn1sc(=N)c(C#N)c1N
→ 15, 0, -16, -12, -8, -24, -29, -13
> N#CC1=C(SCC(=O)Nc2ccccc2)NC(=O)CC1c1ccco1 (stereo unspecified)
→ 0, -6, -1, -36, 4, -7, 2, 1

An unsorted share of the library. Share with any hit: about 3.6%.
